M1AAP inhibition = P. falciparum M1AAP inhibitors, biochemical, fluorogenic H-Leu-NHMec substrate, 1536-well (AID 1445); actives 0.42% (n = 220,000); inhibition, % at 30 µM; hits with a dose series show IC50 in µM; recombinant M1AAP, H-Leu-NHMec fluorogenic kinetic assay; higher % means a stronger effect;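 active means primary inhibition above the hit cutoff, then over 50% inhibition at one or more dose response concentrations, cut at about 23% in these data, passing the limit was not always enough; inconclusive means conflicting primary data, or primary hits not chosen for dose response; inactive means low primary inhibition, or under 50% at every dose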;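 further: plate controls were DMSO full reaction for no effect and no enzyme background for full effect; strong numbers were not always called active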
NOD1 inhibition = NOD1 signaling inhibitors, primary screen, cell-based, luminescence, uHTS (AID 1578); NOD1-driven NF-kB luciferase reporter cells, luminescence; higher % means a stronger effect; inhibition, % at 4 µM, or EC50 in µM where a hit was titrated; actives 1% (n = 290,000); in the data active means inhibition mostly above about 36%, no sharp cut-off; inactive means mostly below about 34%;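 further: HEK-293T reporter cells stimulated with the NOD1 agonist gamma-tri-DAP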
KOR beta-arrestin-1 = KOR agonists, beta-arrestin recruitment, primary screen, cell-based, luminescence, uHTS (AID 1777). KOR beta-arrestin recruitment, luminescence; higher % means a stronger effect. one-dose activation, % at 10 µM; EC50 in µM for titrated hits. actives 0.02% (n = 280,000); in the data active means activation above about 50%, passing the limit was not always enough; further: a part of the inactive calls stands beside numbers as strong as those of hits
P. falciparum M17LAP = P. falciparum M17LAP inhibitors, primary screen, biochemical, fluorogenic H-Leu-NHMec substrate, 1536-well (AID 1619); recombinant M17LAP, H-Leu-NHMec fluorogenic kinetic assay; higher % means a stronger effect; one-dose inhibition, % at 30 µM; IC50 in µM for titrated hits; actives 0.38% (n = 220,000);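 active means compound inhibiting the enzyme by more than half at any dose during confirmatory dose-response retesting; inconclusive means strong single-dose inhibitors picked by rank but not retested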;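 further: plate controls were full reaction with DMSO carrier for no effect and no enzyme background for full effect; strong numbers were not always called active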
HEK293 NOD2/NF-kB = inhibition of NOD2-driven NF-kB reporter – cell-based, luminescence, uHTS, HEK293 (AID 1566); HEK293 NOD2/NF-kB luciferase reporter, luminescence; higher % means a stronger effect; inhibition, % at 4 µM, or EC50 in µM where a hit was titrated; actives 0.63% (n = 290,000); further: many of its hits are not listed in these tables
Dynein cargo inh = blocks dynein driven cargo transport along microtubules; 3617.4 mouse cells, GR-EGFP nuclear translocation imaging; test concentration mostly 20 µM; stimulated with dexamethasone, 1 µM; active compounds read low; z-score, hits read low; actives 0.47% (n = 220,000);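 active means plate z-score of nuclear minus cytoplasmic receptor signal below a set negative limit, without overly bright fluorescence or cell loss, cut at about -3.5 in these data, passing the limit was not always enough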;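 further: z-score of nuclear minus cytoplasmic ring GR-EGFP intensity difference per well; some compounds called inactive have numbers as strong as hits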
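Also added – dexamethasone, 1.0 µM final · Buffer or medium – tet-free, stripped-serum medium · Schedule – induction 48 h, compound 1 h, agonist 30 min · Detection – formaldehyde fixation, Hoechst nuclear stain, 10x automated fluorescence imaging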
KOR beta-arrestin-2 = KOR antagonists, beta-arrestin recruitment, cell-based, luminescence, uHTS (AID 1778); KOR beta-arrestin recruitment, luminescence, antagonist mode; higher % means a stronger effect; inhibition, % at 10 µM, or IC50 in µM where a hit was titrated; actives 0.091% (n = 290,000); further: strong numbers were not always called active
GPR55 beta-arrestin = GPR55 agonists via beta-arrestin recruitment, primary screen, imaging, U2OS cells, beta-arrestin-GFP redistribution (AID 1961); one-dose activation, % at 10 µM; EC50 in µM for titrated hits; actives 0.048% (n = 290,000); U2OS GPR55 beta-arrestin-GFP redistribution imaging; higher % means a stronger effect;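 active means activation above 40% with more than 50 cells counted in the well; inconclusive means wells holding fewer than 50 cells, flagged as toxic or sparse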;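 further: U2OS osteosarcoma cells stably expressing GPR55 and beta-arrestin-GFP; plate controls were DMSO negative control for no effect and LPI positive control for full effect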
AID2073 = disruptors of CaV2.2 binding to Mint1 – biochemical, HTRF (AID 2073) | HTRF protein-protein interaction, Mint1-CaV2.2; higher % means a stronger effect | one-dose inhibition, % at 20 µM; IC50 in µM for titrated hits | actives 0.19% (n = 290,000); in the data active means inhibition mostly above about 51%, no sharp cut-off; inconclusive means no clear call, values can overlap the other calls; inactive means mostly below about 53%; further: some results filed as inactive read as strong as hits
Dynein cargo inh cytoplasmic EGFP = recorded beside Dynein cargo inh, whose call it bears; z-score; measured here: cytoplasmic GR-EGFP intensity; active compounds read high
Dynein cargo inh nuclear GR-EGFP = further read-out of Dynein cargo inh, marked with its call; z-score; measured here: nuclear GR-EGFP intensity;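 lower value marks the stronger effect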
Dynein cargo inh cell count = also measured in Dynein cargo inh; calls as there; z-score; measured here: cell count per field
* hit, by the source's call; ? = inconclusive; . = not tested or not shown; [ ] = remark or other dose. Unless noted, no stated cut-off is given here; in the data, active means inhibition above about 50%; inactive means the rest.

SMILES	M1AAP inhibition	NOD1 inhibition	KOR beta-arrestin-1	P. falciparum M17LAP	HEK293 NOD2/NF-kB	Dynein cargo inh	Dynein cargo inh cytoplasmic EGFP	Dynein cargo inh nuclear GR-EGFP	Dynein cargo inh cell count	KOR beta-arrestin-2	GPR55 beta-arrestin	AID2073
O=S(=O)(NC1CCCC1)c1ccc(-n2cnnn2)cc1	.	-33%	4.0%	.	-17%	.	.	.	.	-21%	-0.1%	8%
CC(C)(C)NC(=O)NC(=O)Cn1cc(C(F)(F)F)ccc1=O	-2%	-5%	-2.3%	-4%	-3%	0.082	-0.15	0.23	-0.66	10%	0.1%	-1%
COc1ccc(N2CCN(c3nccs3)CC2)cc1	.	4%	0.5%	.	-32%	.	.	.	.	-1%	0.3%	14%
O=C(CSc1cn(CCNC(=O)c2cccs2)c2ccccc12)NC1CCCCC1	2%	-19%	-0.8%	2%	-4%	1.7	-0.015	1.1	-1.2	11%	0.2%	-9%
CCOc1ccc2c(c1)C(C)=CC(C)(C)N2C(=O)Nc1ccccc1	17%	-1%	-1.5%	20%	12%	-2.9	0.91	-1	0.034	14%	-0.2%	16%
c1ccc(-c2cnc(SCCN3CCOCC3)n2CC2CCCO2)cc1 (stereo not drawn)	-2%	-20%	-4.2%	-3%	16%	-1.6	-0.088	-0.79	-2.2	-18%	-0.3%	-13%
COc1ccc(C2=[N+]([O-])C(C)(C)N(O)C2(C)C)cc1	0%	-12%	6.0%	6%	-9%	-0.7	0.61	-0.22	1.3	-36%	0.5%	13%
CC(C)(C)C(=O)Nc1ccccc1N1CCN(C(=O)c2ccc(Cl)cc2)CC1	0%	-12%	1.1%	5%	5%	0.37	-0.2	0.43	1.7	25%	0.8%	5%
O=C(NNC(=O)c1ccc(Cl)cc1Cl)c1cnccn1	14%	0%	-0.8%	3%	10%	-1.2	-0.27	-0.64	0.67	12%	-0.1%	10%
COC(=O)COc1ccc(C(=O)OC)cc1	-2%	-18%	-2.1%	-3%	-7%	-0.45	-0.24	0.23	0.049	15%	-0.1%	0%
S=C1Cc2ccccc2N1	2%	-4%	3.6%	-1%	26%	0.4	0.43	1.3	-1.8	37%	1.7%	-4%
Cc1cccc(C)c1N1CCN(c2ccc3nnc(C(F)(F)F)n3n2)CC1	0%	1%	-7.3%	-3%	-8%	-0.16	-0.074	-0.043	-0.013	-8%	-0.2%	2%
COc1ccc(CC(=O)Nc2cccc(C(=O)NN3C(=O)c4ccccc4C3=O)c2C)cc1	-2%	-12%	-2.0%	23%	9%	0.71	-0.09	-0.013	-0.09	11%	0.1%	-10%
COc1ccc(Nc2cc(=O)oc3ccccc23)cc1	-6%	33%	-3.9%	-12%	10%	-0.33	-0.25	-0.34	0.79	-38%	-0.1%	1%
C=CCNc1nc2c(c(=O)n(C)c(=O)n2C)n1CC	8%	-6%	3.9%	-4%	18%	0.56	-0.27	0.47	0.34	-14%	0.9%	6%
O=C(O)CSC1=NC(=Nc2ccc(Cl)cc2)C2(CCCCC2)N1c1cccc(C(=O)O)c1	0%	-49%	-0.9%	2%	-23%	-0.48	-0.24	-0.18	0.58	.	0.2%	-9%
O=C(COC(=O)c1ccccc1-c1nc2ccccc2s1)NC1CCS(=O)(=O)C1 (stereo not drawn)	21%	-2%	3.8%	5%	14%	-0.7	-0.24	-0.63	0.2	12%	-0.3%	-8%
CCc1ccccc1NC1=NCC(=O)N1Cc1ccccc1	-1%	-14%	-3.7%	6%	1%	-0.58	-0.21	0.079	0.6	-4%	-0.2%	4%
CCCN1CCC(=O)N(CCO)CC1	.	-20%	4.1%	.	4%	.	.	.	.	-4%[20 µM]	-0.1%	26%
COc1cc(OC)cc(C(=O)NNC(=O)NC2CCCCC2)c1	1%	-16%	10%	16%	6%	.	.	.	.	2%	-0.3%	-4%
COc1ccc(C(=O)COC(=O)[C@H](C)Nc2ccc(C(F)(F)F)cc2[N+](=O)[O-])c(OC)c1	1%	-12%	1.7%	-2%	18%	-0.027	-0.2	0.83	0.36	8%	-0.1%	3%
Nn1c(SCC(=O)Nc2ccc3c(c2)OCCO3)nnc1-c1ccncc1	.	-40%	7.5%	.	-2%	.	.	.	.	-20%	-0.1%	27%
CCn1c(-c2ccccc2)csc1=Nc1ccc(O)cc1	3%	-84%	6.2%	-3%	-166%	0.84	-0.24	0.33	-0.08	-9%	-0.3%	-2%
CC(=O)SCCC(=O)Nc1ccccc1	17%	.	1.7%	8%	12%	-0.57	-0.26	-0.31	-0.089	6%	-0.1%	2%
Cc1cc(C)c(S(=O)(=O)N2CCCC(C(=O)NCc3cccnc3)C2)c(C)c1 (stereo not drawn)	.	-12%	-1.6%	.	3%	.	.	.	.	2%	-0.1%	9%
More results
SMILES	M1AAP inhibition	NOD1 inhibition	KOR beta-arrestin-1	P. falciparum M17LAP	HEK293 NOD2/NF-kB	Dynein cargo inh	Dynein cargo inh cytoplasmic EGFP	Dynein cargo inh nuclear GR-EGFP	Dynein cargo inh cell count	KOR beta-arrestin-2	GPR55 beta-arrestin	AID2073
COc1cccc(CC(=O)NNC(=O)c2c(-c3ccccc3)noc2C)c1	2%	-7%	.	1%	2%	0.16	-0.27	-0.2	0.31	-4%	-0.1%	11%
COc1ccc(C)cc1NS(=O)(=O)c1ccc2c(c1)N(C)CCO2	.	8%	5.2%	.	33%	.	.	.	.	-14%	-0.1%	9%
Cc1cc(C(=O)NCC(=O)OCC(=O)N2CCCCCC2)ccc1[N+](=O)[O-]	2%	-34%	1.7%	41%	-3%	-0.21	-0.27	-0.37	0.59	-36%	-0.3%	5%
CCCC(=O)Nc1cc2c(cc1C(C)=O)OCCO2	1%	-14%	-1.6%	3%	-7%	0.96	-0.084	0.83	-1.5	-21%[20 µM]	0.6%	18%
CCCCCCCCC(=O)NCCOc1ccccc1	8%	-24%	0.7%	0%	6%	-0.41	-0.21	-0.38	0.0077	8%	-0.2%	-1%
Cc1cccc(C(=O)Nc2sc(C(=O)N3CCCC3)c(C)c2C#N)c1	5%	11%	-6.5%	27%	33%	0.53	-0.18	0.4	-0.19	-1%	-0.2%	4%
Cc1ccccc1OCC(=O)NC(Cc1c[nH]c2ccccc12)C(=O)O (stereo not drawn)	7%	-13%	-0.3%	9%	19%	0.77	-0.3	0.71	0.12	3%[20 µM]	0.5%	9%
O=C(COC(=O)c1ccco1)c1ccc(Cl)cc1	.	-14%	2.7%	.	-12%	.	.	.	.	-2%	0.7%	-2%
C[C@H]1CN=C(Nc2ccccc2)N1CC1CCCCCC1	.	-19%	0.5%	.	5%	.	.	.	.	-29%[20 µM]	0.2%	7%
CCOc1ccc2c(c1)/C(=C(\C(Cl)=C(Cl)Cl)[N+](=O)[O-])N2	2%	-16%	-3.8%	2%	13%	0.26	-0.34	-0.2	-0.019	8%	-0.3%	5%
Cc1cc(C)c2c(n1)SCC(=O)N2CC(=O)Nc1ccc(Br)c(C)c1	.	-11%	2.7%	.	28%	.	.	.	.	-2%	-0.1%	-1%
O=[N+]([O-])c1ccc(/C=[N+](\[O-])[C@@H]2CCCC[C@@H]2/[N+]([O-])=C/c2ccc([N+](=O)[O-])o2)o1	.	-2%	-2.3%	.	21%	.	.	.	.	28%	-0.1%	16%
COc1ccccc1C(=O)NC(C)c1ccc(-n2ccnc2)cc1 (stereo not drawn)	.	-2%	-7.0%	.	-10%	.	.	.	.	26%	0.0%	12%
CC(=O)N/N=C\c1cccc(OC/C=C/c2ccccc2)c1	.	-96%	-0.5%	.	-120%	.	.	.	.	-7%	-0.1%	10%
CC1(C)CC2CC(C)(CN2C(=O)COC(=O)c2ccc(Cl)cc2N)C1 (stereo not drawn)	0%	-19%	-5.3%	2%	-8%	-0.75	-0.14	0.11	0.6	-21%	-0.3%	0%
S=C(Nc1ccc(Cl)cc1Cl)Nc1ccccc1Oc1ccccc1	11%	5%	2.8%	-14%	-4%	-0.64	-0.22	-0.72	0.22	-35%	-0.1%	-15%
CC1OC(Nc2ccc(N=Nc3ccccc3)cc2)C(O)C(O)C1O (stereo not drawn)	14%	-46%	-5.1%	13%	-4%	1.1	-0.28	0.77	-1.9	9%	0.6%	-1%
COc1ccc(/C=C2\NC(=S)N(CC3CCCO3)C2=O)c(OC)c1C (stereo not drawn)	15%	-4%	-2.4%	-3%	5%	-0.26	-0.25	-0.049	1	1%	0.3%	-15%
Cc1ccccc1N(CC(=O)N/N=C/c1cc(Br)c(C)o1)S(C)(=O)=O	1%	-16%	2.1%	28%	15%	-0.4	-0.31	-0.62	0.34	40%	-0.4%	-6%
CC(C)(C)N(Cc1ccccc1)C(=O)c1ccc(Cl)cc1[N+](=O)[O-]	6%	-27%	-6.0%	3%	26%	0.39	-0.37	0.11	-0.16	8%	-0.2%	-8%
Clc1ccc(-c2[nH]ncc2N=Nc2ccccc2)cc1	.	4%	1.0%	.	3%	.	.	.	.	37%	0.2%	10%
C=CCn1c(=O)/c(=C/c2ccc(Cl)cc2)s/c1=C(/C#N)c1nnc2n1CCCCC2	22%	17%	3.1%	-2%	27%	1.2	-0.17	0.68	-0.9	16%	-0.2%	2%
O=C(C/C(=N/O)c1ccccc1O)C(F)F	3%	-23%	0.2%	4%	3%	-0.13	0.43	0.063	0.61	16%	0.3%	?
O=C(c1ccccc1)c1ccc(OCCCCN2CCCCC2)cc1	21%	-1%	-4.2%	16%	10%	-0.49	0.0021	-0.13	0.57	13%	0.3%	14%
CN1CCN(C(=O)C2CCCN(S(=O)(=O)c3ccc(Br)cc3)C2)CC1 (stereo not drawn)	.	-10%	-3.8%	.	22%	.	.	.	.	14%	0.4%	26%
COc1cccc(CNc2ccc([N+](=O)[O-])cc2Cl)c1O	9%	-21%	-4.9%	2%	-32%	0.02	-0.36	-0.37	-0.24	0%	-0.6%	-4%
COc1ccc(C(=O)OCC(=O)NC2CCCC2)c(OC)c1	.	-2%	-3.2%	.	-4%	.	.	.	.	-30%	0.0%	-1%

Some of these compounds in order of the KOR beta-arrestin-2 value, descending.
Compound | KOR beta-arrestin-2
S=C1Cc2ccccc2N1 | 37%
O=S(=O)(NC1CCCC1)c1ccc(-n2cnnn2)cc1 | -21%
COc1ccc(C2=[N+]([O-])C(C)(C)N(O)C2(C)C)cc1 | -36%

Some of the compounds tested; rates above refer to the full screens.
